TIM10 inh – TIM10 yeast growth inhibition | 1.4% of 330,000 active | S. cerevisiae TIM10 strain growth, BacTiter-Glo luminescence, 24 h | inhibition, % at 10 µM;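 active = inhibition of 40% or more at the single tested concentration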;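 note: wild-type TIM10 isogenic control strain grown at permissive 25 °C; 0% = DMSO yeast wells and 100% = minimal medium wells without yeast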
CHOP UPR activ – activators of apoptotic arm of unfolded protein response (CHOP). CHO-CHOP luciferase reporter, UPR activation, luminescence; percent of tunicamycin response over DMSO baseline. activation, % at 10 µM. 0.34% of 330,000 active. AID 449763;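 active = at 10 µM dose, activation of 40% or more, normalized to positive control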;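 note: 100% = tunicamycin at 10 µg/mL and 0% = DMSO alone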
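System: CHO-CHOP luciferase reporter cell line; amount: 500 cells/well; buffer or medium: F12 medium containing 10% fetal bovine serum; incubation: 6 h compound exposure at 37 °C after overnight seeding; measured by: luciferase luminescence after 10 min with Steady-Glo reagent; evaluation: % reporter activation, DMSO baseline versus tunicamycin full activation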
tim23-1 inh – growth inhibitors of tim23-1 mutant yeast; inhibition, % at 20 µM; S. cerevisiae tim23-1 growth, BacTiter-Glo luminescence, 24 h; 1.3% of 330,000 active;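 active = growth inhibition of the mutant yeast at or above 50%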;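 note: temperature-sensitive mutant grown at 25 °C; plate controls were DMSO-treated mutant yeast for no effect and medium wells lacking yeast for full effect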
UPR XBP1 act – activators of adaptive arm of unfolded protein response (XBP1) | CHO-XBP1 luciferase reporter, IRE1-XBP1 UPR activation, luminescence; percent of tunicamycin response, DMSO as zero | activation, % at 20 µM | 0.33% of 330,000 active | AID 463104;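 active = versus positive control, 20 µM dose yields 30% or more activation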;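 note: 100% = tunicamycin at 10 µg/mL and 0% = DMSO only wells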
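Material: CHO-XBP1 cells stably carrying IRE1-XBP1-driven luciferase reporter | Medium: F12 with 10% serum | Compound dosing: 20 µM single concentration, DMSO 1% | Incubation: Overnight seeding at 37 °C, 6 h compound treatment at 37 °C | Detection: Steady-Glo luminescence read | Read-out basis: % activation of reporter signal versus tunicamycin and DMSO controls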
tim10-1 inh – growth inhibitors of tim10-1 mutant yeast; S. cerevisiae tim10-1 ts strain growth, BacTiter-Glo, 24 h; inhibition, % at 20 µM; 2.2% of 330,000 active;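 active = inhibition of at least 40%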;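 note: mutant grown at 25 °C; 0% = DMSO wells with yeast and 100% = wells holding no yeast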
GRIN3A LBD mod – modulators (binders) of human NR3A ligand-binding domain; NR3A LBD differential scanning fluorimetry, Tm shift; 0% = protein alone, 100% = glycine-bound protein; Tm shift relative to glycine control, % at 25 µM; 2.5% of 340,000 active; AID 1259313;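 active = melting temperature shift of at least 10% of the positive control shift, at one fixed dose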
NLRP3 yeast inh – inhibitors of NALP3 inflammasome in yeast; Yeast reconstituted NLRP3/ASC/caspase-1, beta-gal luminescence, 24 h; 0.39% of 330,000 active; inhibition, % at 10 µM;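 active = inhibition of 50% or more; inactive = inhibition below 50%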;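 note: plate controls were induced DMSO wells for no effect and uninduced yeast grown without galactose for full effect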
Mdm2-MdmX inh – disrupts the human Mdm2-MdmX interaction; O15151+Q00987; SaOS-2 split-luciferase Mdm2/MdmX complementation, luminescence; inhibition, % at 8 µM; 3% of 330,000 active;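 active = inhibition of at least 50% at 8 µM in the primary screen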
Target sequence (O15151 whole entry, looked up): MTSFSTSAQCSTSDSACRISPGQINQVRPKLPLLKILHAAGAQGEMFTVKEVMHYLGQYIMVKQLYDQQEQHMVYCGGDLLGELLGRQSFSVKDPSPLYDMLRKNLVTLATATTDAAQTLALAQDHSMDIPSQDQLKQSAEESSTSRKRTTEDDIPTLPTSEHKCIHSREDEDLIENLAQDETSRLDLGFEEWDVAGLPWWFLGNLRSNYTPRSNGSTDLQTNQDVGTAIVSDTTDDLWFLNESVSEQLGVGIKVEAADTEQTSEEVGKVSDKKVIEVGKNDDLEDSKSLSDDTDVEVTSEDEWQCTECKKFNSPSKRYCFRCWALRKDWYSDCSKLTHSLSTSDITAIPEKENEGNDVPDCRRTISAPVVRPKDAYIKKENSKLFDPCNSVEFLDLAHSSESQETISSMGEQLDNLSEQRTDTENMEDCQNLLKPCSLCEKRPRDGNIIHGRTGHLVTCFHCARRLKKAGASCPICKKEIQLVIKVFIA
Target sequence (Q00987 whole entry, looked up): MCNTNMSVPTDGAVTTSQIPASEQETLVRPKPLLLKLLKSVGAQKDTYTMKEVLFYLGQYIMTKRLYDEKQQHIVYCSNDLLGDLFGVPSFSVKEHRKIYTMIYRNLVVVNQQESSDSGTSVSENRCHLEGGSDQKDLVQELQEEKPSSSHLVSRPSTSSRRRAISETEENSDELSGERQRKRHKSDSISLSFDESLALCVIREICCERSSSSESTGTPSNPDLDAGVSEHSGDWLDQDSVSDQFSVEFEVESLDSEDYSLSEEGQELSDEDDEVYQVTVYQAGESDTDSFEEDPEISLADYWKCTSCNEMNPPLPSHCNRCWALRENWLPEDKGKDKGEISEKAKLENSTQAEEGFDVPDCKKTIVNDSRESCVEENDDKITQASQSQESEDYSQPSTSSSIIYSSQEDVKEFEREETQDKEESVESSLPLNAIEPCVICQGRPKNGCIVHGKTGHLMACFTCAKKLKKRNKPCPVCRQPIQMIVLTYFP
APJ ag – APJ receptor agonism | P35414 | CHO-K1 APJ PathHunter beta-arrestin, luminescence; 0% DMSO wells, 100% apelin | activation, % at 20 µM | 0.11% of 330,000 active | AID 2520;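 active = activation more than six SD over the plate average, tested at 20 µM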;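 note: 0% = DMSO alone and 100% = apelin-13 at 10 nM; some results filed as inactive read as strong as hits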
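Incubation: overnight seeding, 90 min compound at 25 °C, 1 h detection; test system: PathHunter CHO-K1 APJ (AGTRL-1) beta-arrestin reporter cells; amount: 1000 cells/well; doses: one dose, 20 µM compound, 1% DMSO; measured by: beta-gal luminescence; measure: agonist-driven arrestin binding to APJ; benchmarks: negative DMSO alone, positive Apelin-13 at 10 nM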
Numbers without * were called inactive; . = not tested or not shown.

Results follow in this order: TIM10 inh, CHOP UPR activ, tim23-1 inh, UPR XBP1 act, tim10-1 inh, GRIN3A LBD mod, NLRP3 yeast inh, Mdm2-MdmX inh, APJ ag
Cc1cc(C)n(-c2ccc(Oc3ccccc3)c(S(=O)(=O)O)c2)n1
→ -7, -1.5, -3, -2, -18, -1, -8, 14, -3
CN(C)C(CNC(=O)c1ccc2ccccc2c1)c1ccco1 (stereo not given)
→ -11, 1.7, 9, 2, 17, -2, 7, -3, -2
CSc1ncccc1C(=O)OCC(=O)NCCCc1ccccc1
→ -13, -0.1, 5, 0, -15, 0, 24, 3, -1
Cc1csc(NC(=O)C2CCCN(S(=O)(=O)c3ccc4c(c3)oc(=O)n4C)C2)n1 (stereo not given)
→ -2, 1.3, 14, -1, 5, 2, 1, -4, -2
COc1cccc(N=Nc2c(=O)[nH]n3c(=O)c4c([nH]c23)CCC4)c1
→ -13, 1.3, -21, -4, -5, 0, 16, 10, -6
Cc1[nH]c2ccccc2c(=O)c1C(=O)/C=C/c1ccccc1
→ 14, 11, 35, 1, 26, 0, 4, 100*, 4
CC(=O)N1CCOc2ccc(S(=O)(=O)NCCc3ccccc3)cc21
→ 12, 5.1, 15, -4, 19, 0, 14, 21, 0
C=CCn1c(C)cc(C(=O)CSc2nc3ccccc3c(=O)[nH]2)c1C
→ -64, 7.0, -50, -1, -35, 1, 22, -73, -4
CC(C)(C)c1ccc(OCC(=O)O)cc1
→ -4, 2.1, 4, 3, -4, 1, 15, 4, 5
COc1ccc(CCNC(=O)C2CC(=O)N(C3CCCC3)C2)cc1OC (stereo not given)
→ -5, -1.3, 1, -2, -2, 1, -4, -40, -1
Cc1ccc2nc(N3CCN(c4ccccc4)CC3)c(C=O)c(=O)n2c1
→ -2, -0.2, -7, -2, 37, -1, -12, 12, 0
NS(=O)(=O)c1ccc(NC(=O)c2ccc(S(=O)(=O)N3CCCCCC3)cc2)cc1
→ -5, -0.9, 10, 2, 3, -5, 20, -2, 1
COC(=O)c1cc(-c2ccc(OC)cc2)n[nH]1
→ 5, 3.9, 9, 0, 3, 1, 32, -24, -2
O=C(CNC(=O)c1ccc2c(c1)OCO2)NCCOc1ccc(Cl)cc1
→ 5, 0.3, 4, -2, -8, 3, -4, 8, -1
COc1cccc(/C=N/Nc2nc(Nc3ccccc3)nc(-n3nc(C)cc3C)n2)c1O
→ 14, 93*, 42, 10, 45*, 9, 47, 57*, -9
COC(=O)c1cc(S(=O)(=O)Nc2cc(OC)cc(OC)c2)cn1C
→ -3, 0.1, 2, -1, -5, 0, 1, 11, -5
COC(=O)N/N=C1\CCCc2c(C)cc(C)cc21
→ 0, 1.3, -10, 6, 8, 0, 15, 20, -2
Cc1cc(C)cc(-n2nc(C)cc2N)c1
→ -10, 0.2, -3, 0, 18, 0, 13, 12, 2
Oc1ccc(C=Nc2ccccc2-c2nc3ccccc3[nH]2)cc1
→ 21, 2.5, 0, 3, 13, -11, 26, -24, -1
Cc1cc(-c2c(C)[nH]n(-c3ccccc3)c2=O)n[nH]1
→ -6, 0.4, -21, 2, 20, 0, 17, 19, -1

Results in UPR XBP1 act, APJ ag and CHOP UPR activ (3 entries from above):
Compound,UPR XBP1 act,APJ ag,CHOP UPR activ
COC(=O)N/N=C1\CCCc2c(C)cc(C)cc21,6,-2,1.3
Cc1cc(C)cc(-n2nc(C)cc2N)c1,0,2,0.2
Oc1ccc(C=Nc2ccccc2-c2nc3ccccc3[nH]2)cc1,3,-1,2.5

Further entries follow:
Results follow in this order: TIM10 inh, CHOP UPR activ, tim23-1 inh, UPR XBP1 act, tim10-1 inh, GRIN3A LBD mod, NLRP3 yeast inh, Mdm2-MdmX inh, APJ ag
CCCOC(=O)CN1C(=O)c2ccc(C(=O)OCCC)cc2C1=O
→ -13, -0.1, 9, -1, 4, 1, 10, 10, -4
CC(C)NC(=O)C1(O)c2ccccc2NC(=O)N1c1ccc(Cl)c(Cl)c1 (stereo not given)
→ 4, -1.1, 5, -1, 16, -1, 4, 6, -2
Cc1occc1C(=O)N/N=C/c1ccc(-c2cccc([N+](=O)[O-])c2)o1
→ -5, 0.8, 26, -3, -1, ., 17, 3, 4
COc1ccccc1NC(=O)N(Cc1ccco1)Cc1cc2cccc(C)c2[nH]c1=O
→ 17, -5.0, 9, -3, 1, -3, 19, 20, -2
CCC(C)Sc1ccc([C@H]2N[C@@](Cc3ccccc3)(C(=O)OC)[C@H]3C(=O)N(C)C(=O)[C@@H]23)cc1 (stereo not given in full)
→ 27, 2.2, 28, 1, 29, -3, 2, 12, -1
Cc1ccccc1OCC(=O)N1CCN(C(=O)COc2ccccc2C)CC1
→ 11, 1.2, 1, -3, -8, -2, 2, -4, -2
O=C(CN1C(=O)NC2(CCCC2)C1=O)OCCOc1cccc(Cl)c1
→ 8, 0.9, 19, 5, 17, 3, 1, 17, 6
C/C(=N\Nc1ccccn1)c1ccc(N2CCOCC2)cc1
→ -2, 2.0, 3, 3, 9, 0, 7, -71, 0
c1cnc(SCCOc2ccc3c(c2)CCC3)nc1
→ -7, 6.6, 8, 0, 24, 2, 22, -168, -3
Cc1[nH]c2ccccc2c1C(=O)C(=O)NCc1cccs1
→ 6, 4.4, 11, -3, 7, -1, -4, 31, 3
COc1ccc(NC(=O)c2nc3nccc(C)n3n2)cc1S(=O)(=O)N1CCOCC1
→ -2, 0.1, 4, -2, -9, -1, 5, 25, -3
Cc1ccc(COCCN2CCN(S(=O)(=O)c3ccc(C)cc3)CCC2=O)cc1
→ 0, -1.2, 2, -1, 16, -1, 16, 18, -5
COc1ccc(S(=O)(=O)N2CCC(Nc3ccccc3Cl)CC2)cc1
→ 1, -0.3, 41, -3, 38, 1, 12, 0, 0
Cc1cc(F)c(F)c(C(=O)N2CCOCC2)c1
→ -1, -1.6, 9, 2, 9, -2, -11, 4, 6
O=c1oc2ccccc2c(N2CCCC2)c1CN1CCCC1
→ -11, 1.7, -4, -4, -19, 1, 18, 10, 4
CCOC(=O)c1sc(NC(=O)CC2OC(=O)c3ccccc32)nc1C (stereo not given)
→ 26, 3.7, 39, 0, 28, -1, 24, 26, -7
CCN(CC(=O)Nc1cccc(OC)c1)CC(=O)Nc1cccc2ccccc12
→ 3, 1.9, 20, -1, 14, 0, 13, 3, -4
O=C(/C=C/Sc1ccc(C(F)(F)F)cn1)c1ccccc1
→ 22, 84*, 61*, -1, 41*, -1, 15, 34, 1
O=C(CSc1ccc(-c2cccs2)nn1)NCCc1ccccc1
→ 0, 1.4, 9, 5, 6, -1, 5, 15, -1
COC(=O)c1ccc(COC(=O)c2ccc(N(C)C)cc2)cc1
→ 0, 1.9, 8, -1, 5, 2, 36, -36, 3
O=C(O)c1ccccc1NC1CCCCC1NS(=O)(=O)c1ccccc1 (stereo not given)
→ -1, 0.5, 4, -5, 10, 0, -5, 19, -1
CCOC(=O)c1cc(NC(=O)N2CCCCC2)c(C)nc1C
→ 5, -1.4, 1, 0, 7, -3, -4, 22, -2
CCC1Oc2ccc(C)cc2N(CC(=O)N2CCOCC2)C1=O (stereo not given)
→ 4, 0.1, -6, -1, -8, 2, 11, 1, -1
C=CCNc1nc(-c2ccccc2)c(C(=O)OCC)cc1C#N
→ -20, -0.8, -5, 1, -22, -2, 0, 49, -6
C[C@H](CO)N1C[C@H](C)[C@@H](CN(C)S(=O)(=O)c2ccccc2)Oc2ccc(NC(=O)CCN3CCOCC3)cc2C1=O
→ 2, 0.7, 5, 0, 13, -1, 9, 14, -3
COc1cccc(C2/C(=C(/O)c3ccc4c(c3)CC(C)O4)C(=O)C(=O)N2c2nnc(C)s2)c1 (stereo not given)
→ 2, -0.7, -11, -6, 4, 0, 1, 15, 0
CC12CCC(=O)C=C1CCC1C2C(=O)CC2(C)C1CCC2(O)C(=O)CO (stereo not given)
→ 15, 5.1, -1, -1, -6, 0, 12, -4, -1
Cc1ccccc1-n1c(SCC(=O)N2CCCCC2)nc(O)cc1=O
→ 9, -2.5, 5, -1, -3, 1, 7, 4, 2
Cc1c(C(=O)N2CCN(c3ccccn3)CC2)oc2ccccc12
→ 23, -0.3, 28, 2, 32, -1, 16, 2, -1
COc1ccc(OC)c(NC(=O)C(=S)NC2CCCCC2)c1
→ 9, 2.5, 14, 0, 9, -2, 11, -6, -3
CCn1c(=S)sc2c(=O)n(CC(=O)Nc3ccc(OC)cc3)c(C)nc21
→ -17, -1.9, -9, -5, -11, -1, 18, 6, 1
O=C(CCc1ccccc1)OCC(=O)c1ccc([N+](=O)[O-])cc1
→ 21, -1.3, 1, -5, 13, 1, 3, 17, 0
Cc1nc(SCC(=O)NC2CC2)c2c(C)c(C)sc2n1
→ 8, -0.7, 11, 4, -4, -1, 25, 18, 0
CCCN(C(=O)CSc1nnc2ccccn12)C1CCS(=O)(=O)C1 (stereo not given)
→ -7, 0.8, 0, -1, -5, 2, 17, -18, -2
Cc1cccc(NC(=O)C2CC3CCC2C3)c1C (stereo not given)
→ -14, 0.3, -13, -4, 4, -1, 8, 11, -2
COC(=O)CCC(=O)NNC(=O)c1ccc(Cl)cc1Cl
→ -14, -0.5, 14, -1, 7, -2, 9, 20, -3
CCOC(=O)c1cc(C(=O)Nc2ccc(C)c(F)c2)nn1C
→ 6, 2.6, 13, 2, 9, 1, 2, -66, 6
COc1cc(C(=O)Nc2ccc(Nc3ccccc3)cc2)cc(OC)c1OC
→ 25, 1.0, 42, -6, 43*, -11, 12, 40, -1
Cc1c(NC(=O)COc2cccc3c2OC(C)(C)C3)c(=O)n(-c2ccccc2)n1C
→ -7, -0.5, -1, -1, 5, 2, 8, 2, -2

Screening results as filed in PubChem BioAssay.
